# PNC assembly inh: inhibitors of perinucleolar compartment assembly. 3.1% of 140,000 active. PC3M PTB-GFP, PNC prevalence imaging, 16 h; stronger effect = lower value. activity change (PNC), negative = inhibition, % at 10 µM;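 active means readout at or below -70, meaning at least 70% loss of cells showing the perinucleolar compartment, a nuclear body marking cancer cells; inconclusive means readout between -30 and a set limit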;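 further: plate controls were DMSO wells for no effect and camptothecin positive control wells for full effect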
#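 Read-out is percentage of cells bearing a perinucleolar compartment, from automated 20x imaging of fixed, Hoechst-stained PC3M PTB-GFP cells. Cells were seeded 4 h, then exposed 16 h to compound (23 nl of library stock) in duplicate plates.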
# 15-hLO-2 inh: inhibitors of human 15-lipoxygenase 2 (ALOX15B) | O15296 | purified 15hLO-2, xylenol orange hydroperoxide absorbance | Potency, µM (top dose mostly 57.1 µM), inactives show top-dose activity change, negative = inhibition, usual class: inhibitors | 0.56% of 110,000 active | AID 881; further: potency means the concentration at half of the fitted maximal effect; nearly all actives have a fitted effect of over 60% in size; many of its hits are not listed in these tables
#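 Enzyme 50 nM, AA 45 uM, 25 mM Hepes pH 7.5 + 0.01% Triton X-100; cpd preinc 15 min RT, rxn 90 min RT; stop/detect with 200 uM XO + 300 uM Fe(II) in 50 mM H2SO4, 30 min; A573/A405.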
# ALOX12 inhib: inhibitors of human 12-lipoxygenase (ALOX12); 0.12% of 150,000 active; purified 12-hLO, xylenol orange hydroperoxide absorbance; P18054; Potency, µM (doses to about 57.1 µM), inactives show at the highest dose activity change, negative = inhibition, most hits filed as inhibitors; further: potency means the concentration at half of the fitted maximal effect; nearly all actives have a fitted effect of over 55% in size; many of its hits are not listed in these tables
# Target sequence (P18054 whole entry, looked up): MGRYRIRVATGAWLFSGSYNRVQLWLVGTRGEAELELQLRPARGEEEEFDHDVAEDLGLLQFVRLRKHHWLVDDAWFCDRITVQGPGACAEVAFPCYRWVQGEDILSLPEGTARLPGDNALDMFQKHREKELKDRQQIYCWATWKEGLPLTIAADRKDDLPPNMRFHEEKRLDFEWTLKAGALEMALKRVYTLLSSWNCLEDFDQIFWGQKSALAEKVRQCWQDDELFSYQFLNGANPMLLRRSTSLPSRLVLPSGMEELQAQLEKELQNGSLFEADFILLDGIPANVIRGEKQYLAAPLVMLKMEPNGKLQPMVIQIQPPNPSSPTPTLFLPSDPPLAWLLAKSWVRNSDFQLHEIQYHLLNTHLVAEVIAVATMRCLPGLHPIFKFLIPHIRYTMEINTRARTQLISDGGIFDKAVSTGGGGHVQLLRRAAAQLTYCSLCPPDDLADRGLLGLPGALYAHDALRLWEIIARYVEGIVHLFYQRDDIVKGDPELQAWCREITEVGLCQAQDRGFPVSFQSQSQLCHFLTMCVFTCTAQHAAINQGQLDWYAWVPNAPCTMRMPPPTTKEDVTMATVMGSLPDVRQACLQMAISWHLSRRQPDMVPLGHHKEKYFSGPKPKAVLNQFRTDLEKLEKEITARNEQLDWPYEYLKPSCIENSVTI
#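 Hydroperoxide formation by human 12-lipoxygenase from 40 uM arachidonic acid was followed colorimetrically via ferric-xylenol orange complex, using the 573/405 nm absorbance ratio. Enzyme concentration was 150 nM, with 30 min reaction at room temperature.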
# IMPase cell inh: cell-permeable inhibitors of inositol monophosphatase (IMPase); CHO-M1 cells, IP1 accumulation, HTRF TR-FRET ratio; inhibition (IP1 accumulation), % at 46.1 µM; P97697; 120,000 tested, under 10 active; active means well fitted curve in the direction sought with a large enough effect in the signal ratio, not every such curve was filed as active; inconclusive means small, poorly fitted or top-dose-only effect, or a change in a side signal; inactive means no such curve, though single readings can be large or run the other way; the % refers to the signal ratio;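 further: cells stimulated with carbachol in lithium chloride buffer; plate controls were DMSO basal wells for no effect and reference inhibitor wells for full effect; higher means more IMPase inhibition seen as more IP1 and lower FRET ratio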
# Target sequence (P97697 whole entry, looked up): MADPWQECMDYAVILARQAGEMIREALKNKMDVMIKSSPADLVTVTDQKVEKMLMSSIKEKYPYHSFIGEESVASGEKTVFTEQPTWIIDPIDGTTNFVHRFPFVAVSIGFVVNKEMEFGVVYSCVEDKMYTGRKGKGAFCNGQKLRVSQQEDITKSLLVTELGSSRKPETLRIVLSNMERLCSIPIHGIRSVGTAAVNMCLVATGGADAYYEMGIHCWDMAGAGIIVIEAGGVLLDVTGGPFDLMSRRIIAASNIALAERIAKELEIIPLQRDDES
#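 Seeded CHO-M1 cells were dosed with compound at up to 46 uM, stimulated with carbachol for 30 min, then lysed in IP-One detection reagents. Higher IP1 lowers the TR-FRET signal.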
# Starred values were filed as active, the others as inactive; u = inconclusive; x = not tested or not shown; [ ] = dose if it differs, or a comment. Unless noted, the call rests on the fitted dose curve; in most records, active means well fitted curve in the direction sought with a large enough effect; inconclusive means small, poorly fitted or top-dose-only effect, or another doubt; inactive means no such curve, though single readings can be large; an effect the other way counts as inactive or inconclusive. Unless noted, on the % scale 0 is the no-effect control and ±100 the full control effect.
molecule	PNC assembly inh	15-hLO-2 inh	ALOX12 inhib	IMPase cell inh
COc1ccc(OC)c(C(=O)CSc2nnc(-c3cccs3)o2)c1	10.7	-5.4%	-14.7%	3.5
Cc1ccc(S(=O)(=O)N2CCOCC2)cc1C(=O)NCc1ccco1	2.6	1.7%	0.2%	-6.0
CCOC(=O)CC1C(=O)NCCN1Cc1cccc(OC)c1 (stereo not given)	-21.7	-0.6%	-2.0%	1.0
O=C1c2c(O)cc(O)cc2O[C@@]12c1c(cc(O)c3c1O[C@H](c1ccc(O)cc1)[C@@H](O)C3)O[C@@H]2c1ccc(O)cc1	u	x	-5.2%	x
COc1ccc(NC(C)=O)cc1NC(=O)CN1CCN(C2c3ccccc3-c3ccccc32)CC1	-28.7	9.3%	2.3%	1.8
CCCOc1ccc(-c2c(C(=O)N/N=C/c3ccc(OCC)cc3)nnn2-c2nonc2N)cc1	-5.9	x	-4.0%	1.6
COc1ccc(C(=O)Nc2cc(C(=O)NCCc3ccccc3)ccc2Cl)cc1	u	-1.2%	6.9%	7.6
Cn1c(=O)[nH]c(=O)c2c1nc(N1CCN(c3ccccc3)CC1)n2CCSc1ncccn1	-2.9	-5.0%	1.3%	1.8
Cc1ccc2nc(SCc3cn4cccnc4n3)[nH]c2c1	20.3	x	-0.8%	6.6
O=C(Nc1ccc(O)cc1)c1ccc2c(c1)C(=O)N(Cc1ccco1)C2=O	-14.7	x	-2.4%	x
O=C(NNC(=S)Nc1cccc2ccccc12)c1cccc(Br)c1	u	-7.3%	u	-3.1
CC(=O)OC[C@H]1O[C@@H](O/N=C/C[C@@H]2C=C[C@H](OC(C)=O)[C@@H](COC(C)=O)O2)[C@H](OC(C)=O)[C@@H](OC(C)=O)[C@@H]1OC(C)=O	29.2	x	0.5%	x
COc1ccccc1OCc1nc2ccccc2[nH]1	-22.6	10.4%	1.9%	0.8
O=C(c1cccs1)N1CCC(N2CCN(c3ccccc3)CC2)CC1	-3.0	-1.8%	-7.3%	-5.4
CC(=O)Nc1ccc(/C=N/NC(=O)c2cc3cc(C)ccc3nc2C)cc1	-7.5	7.0%	-1.8%	13.8
Cn1c(=O)c2cc(S(=O)(=O)NC(C(=O)NCc3ccccn3)c3ccccc3)ccc2n(C)c1=O (stereo not given)	-9.7	-4.4%	-1.5%	-0.6
CN1CCN(C(=O)c2ccc(COc3ccc(Cl)cc3Cl)cc2)CC1	u	9.3%[2.29 µM]	2.2%	6.9
CCOC(=O)c1cc2sccc2n1CC(=O)OC	15.8	-6.6%	2.2%	2.5
COc1ccc(C2C(C(C)=O)=C(C)Nc3ncnn32)cc1OC (stereo not given)	4.6	-4.4%	0.8%	4.0
CN1CCN(c2ccccc2NC(=O)c2cc(Br)ccc2Cl)CC1	u	13.2%	-3.5%	8.2

# Profiles, quoted from the list:
# Entry for Cc1ccc(S(=O)(=O)N2CCOCC2)cc1C(=O)NCc1ccco1 → PNC assembly inh: 2.6; 15-hLO-2 inh: 1.7%; ALOX12 inhib: 0.2%; IMPase cell inh: -6.0
# Entry for Cn1c(=O)[nH]c(=O)c2c1nc(N1CCN(c3ccccc3)CC1)n2CCSc1ncccn1 → PNC assembly inh: -2.9; 15-hLO-2 inh: -5.0%; ALOX12 inhib: 1.3%; IMPase cell inh: 1.8

# Additional entries follow:
molecule	PNC assembly inh	15-hLO-2 inh	ALOX12 inhib	IMPase cell inh
CCCCn1c(=O)c(CCC(=O)OCC(=O)Nc2ccc(C)c(Cl)c2)nc2ccccc21	88.0	x	-5.2%	8.4
CCCCC(CC)C1OCC(CN2CCCC2)O1 (stereo not given)	110.5	23.0%	0.6%	0.2
Cn1c(=O)c2c(nc(CN3CCC(C(N)=O)CC3)n2CCc2ccccc2)n(C)c1=O	25.5	-3.1%	-2.9%	-18.6
CCc1cccc(NC(=O)CCC(=O)O)c1	-101.7*	x	-1.4%	x
CC(C)c1ccc(Nc2ncccc2C#N)cc1	28.9	8.0%	-15.2%	3.6
Cc1ccc(C(=O)N/N=C/c2ccc3c(c2)OCO3)o1	-23.9	x	-2.1%	x
CCC1=C(OC(=O)N(CC)CC)N2C(=O)OC(=NCCOC)[C@]2(C)[C@H]2C1=CC[C@H]1C(=O)N(C)C(=O)[C@H]12	x	15.2%	0.4%	x
CCCOc1cc(C)c(S(=O)(=O)n2nnc3ccccc32)cc1C	-27.8	-0.1%	5.8%	-3.4
c1ccc(-c2onc3c2CCCC3)cc1	0.3	-2.9%	3.6%	9.2
CC1(C)SC2c3ccccc3C(=O)N2[C@@H]1C(=O)NCc1ccco1 (stereo not given in full)	-7.0	-3.4%	9.5%	7.7
COC(=O)c1ccccc1NC(=O)C1CCCCC1C(=O)O (stereo not given)	-0.8	0.9%	-1.4%	-6.0
N#CC(C(=O)NCc1ccco1)c1nc2ccccc2nc1N1CCOCC1 (stereo not given)	u	-14.2%	-9.4%	-4.8
Cc1nc2nc(SCC(=O)c3cccc([N+](=O)[O-])c3)[nH]c2cc1Br	35.5	x	0.1%	3.9
CCC1CCCCN1CCCNC(=O)COc1cc(=O)n(C)c2ccccc12 (stereo not given)	-9.5	3.3%	2.7%	9.3
CCC(=O)OCCn1c(=O)c2cc3c(=O)n(CCOC(=O)CC)c(=O)c3cc2c1=O	u	3.4%	0.3%	-6.0
CCOC(=O)CSc1nc2ccccc2n1C(=O)OCC	16.8	-10.3%	-3.4%	u
CSc1nc2ccccc2n1CC(=O)Nc1ccccc1	-1.9	-2.5%	-3.4%	-9.6
Cc1ccc(-c2noc(CNCCCN(C)C)n2)cc1	u	9.6%	-3.8%	-6.3
CCOP(=O)(OCC)C(Nc1cccc(C)c1)c1ccc(F)cc1 (stereo not given)	u	x	0.5%	x
CCc1ccc(N=CC2=C(O)CC(c3ccco3)CC2=O)cc1 (stereo not given)	-17.6	3.8%	-10.8%	2.2
O=C1c2ccncc2C(=O)N1CO	u	5.4%	1.0%	-4.3
Cc1cc(NC(CC(C)C)C(=O)O)nc(Cc2ccccc2)n1 (stereo not given)	-9.1	4.7%	5.4%	-1.5
Cc1ccc(C)c(N2CCN(C(c3ccc(N(C)C)cc3)c3nnnn3C(C)(C)C)CC2)c1 (stereo not given)	262.1	x	28.3%	1.4
O=P1(O)C=C(c2ccccc2)NC(c2ccccc2)=C1	-7.8	5.9%[2.29 µM]	0.6%	1.7
O=C(O)CCCC(=O)Nc1cccc(C(F)(F)F)c1	23.9	-8.0%	0.7%	-7.2
CCOC(=O)N1CCN(C(=O)c2ccc(CNS(=O)(=O)c3ccc(C)cc3)cc2)CC1	u	-5.3%	-4.5%	5.1
CCN(CC)CCNC(=O)C1c2ccccc2C(=O)N(C)C1c1cn(C)c2ccccc12 (stereo not given)	-13.4	12.6%	-3.7%	7.8
COc1cc(OC)c2c(=O)c(-c3ccccc3)c(C)oc2c1OC	x	-0.1%	2.3%	x
O=S(=O)(c1ccccc1)N1CCC2(CCCN(c3ccccc3)C2)CC1	x	-4.7%	-1.7%	x
O=C(NCC1CCS(=O)(=O)C1)Oc1ccccc1 (stereo not given)	30.2	-3.5%	1.0%	-3.4
COc1cc(C(=O)Oc2ccccc2/C=N/NC(=O)c2ccc(Cl)cc2Cl)cc(OC)c1OC	u	6.3%[11.4 µM]	-5.9%	-2.9[1.84 µM]
O=C(OCn1nnc2ccccc2c1=O)c1ccc2ncsc2c1	2.6	-8.1%	-5.3%	1.1
CS(=O)(=O)N(CCc1ccccc1)CC(=O)NCc1ccccn1	10.9	0.2%	1.2%	-0.7
N#CC(C(=O)c1ccc(S(=O)(=O)N2CCCCCC2)cc1)c1nc2ccccc2[nH]1 (stereo not given)	1.7	-6.9%	0.7%	6.2
Cc1cc(N)c(C)c([N+](=O)[O-])c1C	-16.7	x	1.9%	x
CCOc1ccccc1-n1c(SCC(=O)NC2CCCC2)nnc1-c1ccoc1C	u	4.1%	-1.5%	6.2
COc1ccc(Cn2c(N)c(S(=O)(=O)c3cccs3)c3nc4ccccc4nc32)cc1	-30.0	-3.9%	-16.4%	u
CCNC(=S)NNC(=O)c1cc(-c2ccc(OCC)cc2)nc2ccccc12	-21.2	-15.5%	u	0.8
O=C(O)CCc1ccc(-c2ccccc2)n1Cc1ccco1	-10.1	-6.9%	-7.2%	-2.7
Cc1ccc2c(Cl)cc(Cl)c(OCC(=O)Nc3cccc(S(N)(=O)=O)c3)c2n1	11.7	x	0.0%	x
N#Cc1cc2cc3c(cc2nc1N1CCOCC1)OCO3	-27.9	-14.9%	-7.9%	-3.7
N#C/C(=C\c1cccs1)C(=O)NCC1CCCO1 (stereo not given)	74.2	x	5.3%	-4.5
O=C(CCc1ccccc1)N1CCN(c2ccccn2)CC1	-22.7	x	-1.2%	x
CC(=O)N1CCC(C(=O)Nc2ccccc2)(N(Cc2ccccc2)C(=O)c2cccnc2)CC1	23.4	4.5%	0.4%	6.1
CCOC(=O)CC1C(=O)NCCN1S(=O)(=O)c1ccccc1Cl (stereo not given)	85.4	-1.0%	-0.4%	-0.6
O=c1c2ccccc2nc2n1CCS2	19.3	-3.2%	6.7%	-2.7
N#C/C(=C/c1ccc(Sc2nc3ccccc3[nH]2)o1)c1cccc(F)c1	-1.8	19.5%	-5.4%	-0.9
O=C(Nc1nccs1)c1cccc(NC(=O)c2ccco2)c1	12.6	x	0.7%	-6.0
COc1ccccc1-n1cnnc1SCC(=O)Nc1cc(C(C)(C)C)nn1-c1ccccc1	-9.1	6.2%	-3.1%	-0.2
C=C(C)CSCc1nc2ccccc2[nH]1	28.7	11.7%	-0.2%	-30.4
O=C1Nc2ccc(S(=O)(=O)N3CCCC3)c3cccc1c23	-9.8	-2.5%	2.2%	-0.2
CCSc1nnc(NC(=O)CSc2nnc(-c3c[nH]c4ccccc34)n2C)s1	u	-21.1%	-6.4%	-5.0
C/C(=N\OCc1ccccc1)c1c(O)cc(C(C)C)n(-c2ccccc2)c1=O	7.0	x	5.0%	x
CCOC(=O)Cc1nnc(NC(=O)COc2ccc(OC)cc2)s1	-4.2	0.9%	3.5%	-11.1
O=C(NC(NCc1cccnc1)C(Cl)(Cl)Cl)c1cccc2ccccc12 (stereo not given)	15.6	x	-3.0%	-8.3
Cc1nc2ccccc2n1CCC(=O)Nc1cccc(F)c1	u	15.4%	5.6%	-9.3
O=C(NCc1ccco1)c1cc2c(s1)CCCCC2	-21.2	-12.5%	2.3%	-6.3
O=C(CSc1nnc(-c2ccco2)n1Cc1ccco1)Nc1ccccc1	-11.5	9.1%	-7.9%	u
O=C(c1cccc(F)c1)N1CCC2(CC1)CN(c1cccc(-c3ccccc3)c1)C2	x	6.7%	-8.0%	x
COC(=O)c1c(NC(=O)Cn2cc([N+](=O)[O-])cn2)sc2c1CCC2	54.2	-6.4%	-6.4%	2.4

# Additional results
molecule	PNC assembly inh	15-hLO-2 inh	ALOX12 inhib	IMPase cell inh
O=C1C2C3c4ccccc4C(c4ccccc43)C2C(=O)N1/N=C/c1cccc(O)c1 (stereo not given)	-5.9	-25.3%	-2.8%	3.3
Cc1ccc(C)c(SCc2noc(C(=O)NC(C)C)c2C(=O)O)c1	102.3	-5.0%	3.4%	-6.7
N#Cc1c(-c2ccccc2)[nH]c(=S)[nH]c1=O	u	-9.6%	-0.5%	-1.4
CC(C)Oc1ccc(N2C(=O)c3ccccc3C2=O)cc1	-12.5	0.0%	-0.9%	-1.5
O=S(=O)(N/N=C1/CCCc2ccccc21)c1ccc(Br)cc1	51.8	x	-1.6%	9.7
CCOC(=O)C(=Nc1ccc(Cl)cc1)NO	35.6	x	2.0%	x
COc1ccc(-c2nc(CSCC(=O)N3CCC(C(N)=O)CC3)c(C)o2)cc1OC	47.7	x	-2.0%	0.9

# The list is partial. The share of hits here may be higher or lower than overall.
